# Source: PubChem
# SARS 3CLpro inh: SARS-CoV 3CLpro protease inhibition | P0C6X7 | recombinant SARS-CoV 3CLpro, quenched FRET peptide cleavage | inhibition, % at 6 µM | 290,000 compounds, 0.14% hits; in the data active means inhibition above about 12%
# Vc quorum ag: quorum light induction in luxS cqsA deficient V. cholerae. activation, % at 18.7 µM. V. cholerae BH1578 lux reporter, luminescence, 6 h. 350,000 compounds, 0.16% hits. AID 588436; in the data active means activation mostly above about 9.7%, no sharp cut-off; inconclusive means no clear call, values can overlap the other calls; inactive means mostly below about 3.7%; further: not every result past the cut was called active; inactives centre near 0; reference of the scale not given here
# TcdB GH inh: blocks C. difficile toxin B glycohydrolase activity. TcdB glycohydrolase enzymatic assay, plate reader. P18177. inhibition, % at 9.99 µM. 350,000 compounds, 0.24% hits; in the data active means inhibition above about 10%
# Target sequence (P18177 whole entry, looked up): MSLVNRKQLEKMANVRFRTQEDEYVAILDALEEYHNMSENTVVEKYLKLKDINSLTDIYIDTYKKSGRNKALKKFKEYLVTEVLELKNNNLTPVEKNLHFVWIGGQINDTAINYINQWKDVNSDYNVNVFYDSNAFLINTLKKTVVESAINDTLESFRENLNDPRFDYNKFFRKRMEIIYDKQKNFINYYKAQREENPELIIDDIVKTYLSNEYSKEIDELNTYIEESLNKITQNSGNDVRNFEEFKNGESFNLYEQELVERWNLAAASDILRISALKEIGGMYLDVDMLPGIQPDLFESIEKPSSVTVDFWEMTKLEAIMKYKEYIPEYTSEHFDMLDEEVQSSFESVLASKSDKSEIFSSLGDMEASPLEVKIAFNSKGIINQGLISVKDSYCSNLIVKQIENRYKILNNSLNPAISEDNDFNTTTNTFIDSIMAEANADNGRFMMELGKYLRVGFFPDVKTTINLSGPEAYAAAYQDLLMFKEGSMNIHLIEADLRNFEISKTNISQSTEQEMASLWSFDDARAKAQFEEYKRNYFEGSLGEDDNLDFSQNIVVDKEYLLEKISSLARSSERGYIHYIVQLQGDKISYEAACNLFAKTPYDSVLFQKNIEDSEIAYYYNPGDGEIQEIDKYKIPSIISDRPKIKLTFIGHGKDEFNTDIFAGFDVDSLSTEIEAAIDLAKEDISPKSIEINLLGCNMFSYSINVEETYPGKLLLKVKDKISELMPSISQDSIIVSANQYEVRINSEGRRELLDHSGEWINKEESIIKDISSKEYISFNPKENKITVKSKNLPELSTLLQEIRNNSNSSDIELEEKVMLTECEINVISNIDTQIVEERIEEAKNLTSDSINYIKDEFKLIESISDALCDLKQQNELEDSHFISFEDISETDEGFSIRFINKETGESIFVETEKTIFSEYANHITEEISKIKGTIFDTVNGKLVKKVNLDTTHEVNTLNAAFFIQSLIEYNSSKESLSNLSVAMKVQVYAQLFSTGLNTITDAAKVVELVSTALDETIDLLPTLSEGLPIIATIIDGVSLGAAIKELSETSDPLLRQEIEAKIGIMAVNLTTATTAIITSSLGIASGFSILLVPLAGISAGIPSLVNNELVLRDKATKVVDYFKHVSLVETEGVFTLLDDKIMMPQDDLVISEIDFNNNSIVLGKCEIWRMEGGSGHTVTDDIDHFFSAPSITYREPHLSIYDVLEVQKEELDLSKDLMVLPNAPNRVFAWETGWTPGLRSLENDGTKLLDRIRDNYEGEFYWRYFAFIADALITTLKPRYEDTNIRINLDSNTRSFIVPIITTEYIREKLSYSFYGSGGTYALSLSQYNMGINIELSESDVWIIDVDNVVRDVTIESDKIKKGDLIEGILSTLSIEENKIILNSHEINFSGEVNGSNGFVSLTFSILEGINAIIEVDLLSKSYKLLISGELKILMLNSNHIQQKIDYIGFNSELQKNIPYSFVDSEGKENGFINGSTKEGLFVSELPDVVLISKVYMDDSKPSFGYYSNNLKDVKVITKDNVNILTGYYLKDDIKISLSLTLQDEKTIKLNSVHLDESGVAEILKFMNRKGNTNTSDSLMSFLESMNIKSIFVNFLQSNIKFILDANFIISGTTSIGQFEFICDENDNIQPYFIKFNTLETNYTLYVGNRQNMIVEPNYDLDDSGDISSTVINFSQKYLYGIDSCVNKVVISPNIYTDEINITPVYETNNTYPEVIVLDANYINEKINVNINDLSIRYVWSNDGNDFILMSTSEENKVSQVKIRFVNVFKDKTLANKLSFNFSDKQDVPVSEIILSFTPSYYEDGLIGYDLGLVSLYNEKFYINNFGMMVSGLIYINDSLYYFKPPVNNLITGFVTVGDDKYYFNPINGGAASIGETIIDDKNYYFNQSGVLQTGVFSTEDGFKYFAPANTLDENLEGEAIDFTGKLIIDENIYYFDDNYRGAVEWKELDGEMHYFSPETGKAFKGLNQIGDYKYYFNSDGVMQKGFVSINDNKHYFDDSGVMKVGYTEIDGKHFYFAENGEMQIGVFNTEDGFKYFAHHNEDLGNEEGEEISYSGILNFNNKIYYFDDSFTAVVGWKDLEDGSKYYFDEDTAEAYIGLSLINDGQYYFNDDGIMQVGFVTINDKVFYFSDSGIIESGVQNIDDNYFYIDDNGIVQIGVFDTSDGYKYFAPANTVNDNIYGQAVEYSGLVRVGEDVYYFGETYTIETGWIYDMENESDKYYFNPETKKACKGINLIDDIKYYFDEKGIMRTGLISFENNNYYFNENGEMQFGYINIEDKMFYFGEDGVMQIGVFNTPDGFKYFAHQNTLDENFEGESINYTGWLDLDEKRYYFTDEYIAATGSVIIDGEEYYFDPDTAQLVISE
# VHR inh abs: blocks human VHR1 dual specificity phosphatase; 290,000 compounds, 0.52% hits; AID 1654; inhibition, % at 13.3 µM; P51452; recombinant VHR phosphatase, pNPP absorbance; in the data active means inhibition above about 50%; further: some compounds called inactive have numbers as strong as hits
# PfHsp40 rescue: compounds rescuing yeast from Plasmodium falciparum HSP40 toxicity; S. cerevisiae expressing PfHsp40, growth rescue, ATP luminescence; growth rescue, % at 12.5 µM; 340,000 compounds, 0.68% hits; in the data active means growth rescue above about 28%, passing the limit was not always enough; inconclusive means no clear call, values can overlap the other calls;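 further: yeast W303a lacking pdr1 and pdr3 grown in galactose medium; growth measured after three days at 30 °C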
# Anthrax LF prot: anthrax lethal factor protease inhibition; inhibition, % at 10 µM; multiplex microsphere protease cleavage assay, LF; AID 588501; P15917; 360,000 compounds, 0.12% hits; further: plate controls were buffer without enzyme for full effect and enzyme alone for no effect
# CCHFV vOTU inh: CCHFV vOTU protease inhibition. Pep-AMC fluorescence. 370,000 compounds, 0.55% hits. inhibition, % at 11.5 µM; in the data active means inhibition above about 30%; further: 0% = vehicle wells with enzyme and 100% = no enzyme wells
# PriA SSB inh: blocks PriA binding to SSB C-terminal tail. AlphaScreen SSBct-PriA binding, biotinylated peptide. inhibition, % at 33 µM. 430,000 compounds, 0.6% hits. AID 1272365; in the data active means inhibition mostly above about 37%, no sharp cut-off; inactive means mostly below about 20%;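 further: plate controls were negative control peptide for no effect and reference peptide for full effect; strong numbers were not always called active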
# Y pestis TopoI: inhibitors of Yersinia pestis topoisomerase I; Y. pestis Topo-I cleavage product accumulation, plate reader; activity, % at 10 µM; 360,000 compounds, 0.064% hits; AID 504884; in the data active means activity above about 50%, passing the limit was not always enough; inconclusive means no clear call, values can overlap the other calls; further: inactives centre near 2
# BoNT A protease: BoNT A light chain protease inhibition; AID 588499; multiplex microsphere protease substrate cleavage, flow cytometry; inhibition, % at 10 µM; 360,000 compounds, 0.17% hits; further: plate controls were buffer without enzyme for full effect and enzyme alone for no effect
# * = called active by the depositor; i = inactive; ? = inconclusive; · = not tested or not shown. Unless noted, no stated cut-off is given here; in the data, active means inhibition above about 30%; inconclusive means no clear call, values can overlap the other calls; inactive means below that.
smiles,SARS 3CLpro inh,Vc quorum ag,TcdB GH inh,VHR inh abs,PfHsp40 rescue,Anthrax LF prot,CCHFV vOTU inh,PriA SSB inh,Y pestis TopoI,BoNT A protease
COCCN1CN=C(NS(=O)(=O)c2ccc(C)cc2)NC1,-4,-0.3,1.1,4,-0.1,2,10,7,-5,1.7
CCOC(=O)c1cc(-c2csc(N/N=C/c3ccccc3Cl)n2)on1,6,i,-0.5,25,-1.4,3,-5,i,-10,-2.2
COc1ccc(NC(=O)C2CCN(S(=O)(=O)c3cccc4cccnc34)CC2)cc1,-2,i,-0.8,11,-1.0,-8,-3,-8,14,-0.2
CCOc1ccc(CNC(=O)CCS(=O)(=O)c2ccc3c(c2)oc(=O)n3C)cc1,2,-0.4,-0.7,18,-0.8,-1,12,2,2,0.8
CCC(C)(C)C(=O)O,·,-0.1,0.8,·,-1.1,-4,-1,0,3,0.0
O=C(NCc1ccc(Cl)cc1)c1ccc(-n2cccn2)nc1,1,-0.4,0.8,9,-1.7,-6,7,-10,6,0.3
Cc1cc(C)c(C)c(OCCN2CC(C)OC(C)C2)c1 (configuration not stated),-2,i,0.6,22,5.1,15,2,-5,-3,6.5
FC(F)(F)c1cccc(-c2cc3nc(NCCCn4ccnc4)ccn3n2)c1,·,-0.5,0.4,·,·,-7,0,·,8,-0.3
CCCCC(=O)Nc1nnc(SCC(=O)N2CCN(c3ccccc3OC)CC2)s1,3,1.1,·,21,-0.5,-6,-5,-3,-2,-0.4
COc1c(Cl)cc(C(=O)Nc2ccccc2-c2ccccc2)cc1Cl,-1,-5.3,·,10,2.7,-5,-9,-2,22,1.0
Cc1nc2sc3c(c2c2nnc(SCC(=O)NCc4ccco4)n12)CCCC3,1,-0.5,·,-4,1.1,3,-7,-3,41,-0.2
O=C1c2ccsc2SCCN1Cc1cccc(Cl)c1,2,-0.9,·,18,0.5,-1,14,-6,-7,0.5
Cc1ccc(S(=O)(=O)Nc2ccc3c(c2)C(=O)NC3=O)cc1[N+](=O)[O-],5,0.5,0.0,14,1.3,4,3,3,-2,-1.3
CCN(CC)CCCNC(=S)N(CCO)Cc1cc2cc3c(cc2[nH]c1=O)OCCO3,3,-0.3,2.0,40,-1.7,10,-35,3,3,-3.5
Cc1cccc(C(=O)Nc2ccn(C)n2)c1,·,0.8,3.4,·,-1.0,10,-16,-5,6,-0.5
COc1ccc(Cl)cc1NC(=O)CN1CCN(S(=O)(=O)c2ccc(F)cc2)CC1,-2,0.6,1.3,-30,-0.5,-5,21,-11,34,-4.4
Cc1nc(SC(C)C(=O)NC2CCCCC2C)c2c(C)c(C)sc2n1 (configuration not stated),1,1.4,0.8,-7,-1.2,0,-5,-7,4,0.6
COc1cc(OC)c2c(-c3ccccc3)cc(=O)oc2c1C(CC(=O)N1CCOCC1)c1ccc(N(C)C)cc1 (configuration not stated),·,i,-0.2,26,-1.4,0,1,42*,31,-0.1
Cc1ccc(-n2nc3c(=S)[nH]nc(C)c3c2C)cc1,2,i,·,-14,-1.8,-1,-5,-12,1,0.0
CCOc1ccc(CNC(=O)CCS(=O)(=O)Cc2cccc(Cl)c2)cc1OC,3,-0.7,0.7,8,-0.4,0,-10,-2,-9,1.1
Cc1cccc(CCNC(=O)CC2C(=O)NCCN2Cc2ccc(F)c(F)c2)n1 (configuration not stated),2,i,1.3,-1,-0.4,0,0,-20,-3,-0.1
CNC(=S)N1CCn2cccc2C1c1ccc(F)cc1 (configuration not stated),0,0.6,1.5,-3,1.3,0,8,8,-2,-0.8
O=C(NCCCc1ccccc1)c1ccc(F)cc1,1,-0.4,·,21,24,-6,·,-12,0,-1.6
COc1cccc(CSc2nnc(-c3ccc(F)cc3)o2)c1,4,-15,·,7,2.6,-14,9,-23,0,1.6
CCOc1ccccc1/C=N/NC(=O)c1nnn(-c2nonc2N)c1CN1CCCCCC1,·,-0.4,1.8,·,0.0,-8,-1,·,6,-0.9
Cc1ccc(-n2ncc3c(=O)n(CC(=O)Nc4cccc(Cl)c4)cnc32)cc1C,0,i,·,6,-0.6,-3,-10,-5,-14,-0.3
CC[C@]12c3[nH]c4cc(-c5ccco5)ccc4c3CCN1C(=O)[C@@H](CC(=O)NC(C)(C)C)C[C@@H]2C(=O)N1CCN(C(=O)C2CC2)CC1,·,-0.7,-0.5,·,-1.3,4,-53,1,23,0.0
CCN1C(=O)[C@H]2[C@@H](c3ccc(C)cc3)N3C(=O)N(c4ccccc4)C(=O)[C@@]3(Cc3ccccc3)[C@H]2C1=O,-3,-1.5,1.1,40,1.1,0,-5,7,0,0.1
Cc1nn(-c2ccccc2)c(C)c1C(=O)OCC(=O)c1c(N)n(CC(C)C)c(=O)n(C)c1=O,5,i,·,-25,-0.3,-5,-11,5,16,1.2
CCCC(C)C(=O)Nc1nnc(CCc2ccccc2)s1 (configuration not stated),1,-0.6,1.3,25,9.5,-3,10,-3,0,0.9
COc1ccc(CCNC(=O)c2cc(-c3ccccn3)nc3c(Cl)cccc23)cc1OC,-6,0.0,0.4,15,-0.4,-4,-13,-8,-2,1.2
CCCCCOc1ccc(C)cc1CN(CCCl)CCCl,2,·,0.9,6,-0.5,·,-18,-2,·,·
O=C(Nc1cc(Cl)ccc1O)c1cc2n(n1)C(C(F)(F)F)CC(c1ccc3c(c1)OCO3)N2 (configuration not stated),5,i,·,-4,-0.2,-3,21,2,-7,0.5
Cc1ccc(Cc2c(-c3cccc(Cl)c3)nc3c(C)cc(Br)cn23)cc1,·,·,0.4,·,·,-4,2,·,·,0.3
CN1CCN(S(=O)(=O)c2ccc3c(c2)NC(=O)CS3)CC1,-2,-11,0.4,-3,-0.4,-1,15,-11,4,1.8
Cc1ccc(C(=O)c2cc3c(cc2N)OCCO3)cc1,5,-0.3,0.7,-10,-1.6,-6,4,34,3,-0.1
COc1cc(/C=N/NC(=O)CNC(=O)c2ccccc2)ccc1OC(=O)c1cccs1,1,-0.2,·,3,1.1,-1,2,·,10,-0.4
CS(=O)(=O)N1CCC(C(=O)Nc2ccccc2Br)CC1,-3,-0.4,-0.1,18,-0.4,0,7,-1,-10,-3.5
NC(=O)C1CCN(C(=O)c2cc3ccccn3n2)CC1,-5,-0.3,1.0,5,-0.7,1,-11,-10,0,-1.0
NNC(=O)c1cc(S(=O)(=O)N2CCOCC2)c[nH]1,·,i,0.4,·,0.8,4,2,-2,3,0.1
CC(=O)/C(=N\Nc1cccc(Cl)c1)Sc1nnc(-c2ccccc2)n1-c1ccccc1,0,-1.1,0.3,23,-0.6,-2,5,·,34,-0.8
O=C(C(Cc1ccccc1)N1C(=O)c2ccccc2C1=O)N1c2ccccc2CCc2ccccc21 (configuration not stated),8,i,0.1,-2,0.2,0,-9,9,37,-0.9
Cc1noc(NS(=O)(=O)c2ccc(NC(=O)CC(C)C)cc2)c1C,5,0.4,1.0,11,-1.5,0,-1,-8,-4,-0.2
COc1ccc(-c2ccc(S(=O)(=O)N3CCCC3)cc2)cc1,4,4.2,0.6,21,1.3,-6,10,-18,21,-0.9
COc1ccc2[nH]c(C)c(C(=O)CN3CCN(C(=O)c4ccco4)CC3)c2c1,2,i,·,29,1.1,1,10,-10,2,0.5
Cn1c(=O)cc(Nc2ccccc2)c2c(=O)n(-c3ccccc3)c(=O)n(-c3ccccc3)c21,-4,-0.5,0.7,17,-0.1,·,5,3,21,·
CCOC(=O)COc1cccc2c(=O)n(CC(=O)NCc3ccccc3)ccc12,1,0.4,0.4,10,-1.0,2,-4,-6,-1,0.2
Cc1ccc(S(=O)(=O)N2CCCCC2)cc1NC(=O)COC(=O)Cc1c(F)cccc1Cl,-4,-0.2,·,2,-0.7,-1,12,-19,7,-0.3
Cc1sc2nc(-c3ccc(Br)cc3)oc(=O)c2c1C,6,i,·,11,-0.4,-2,·,-8,2,-1.2
O=C(O)CN1C(=O)c2ccc(Oc3cccc4c3C(=O)N(CC(=O)O)C4=O)cc2C1=O,-3,-0.4,·,9,-0.4,0,-17,-7,-5,-0.4

# Later entries:
smiles,SARS 3CLpro inh,Vc quorum ag,TcdB GH inh,VHR inh abs,PfHsp40 rescue,Anthrax LF prot,CCHFV vOTU inh,PriA SSB inh,Y pestis TopoI,BoNT A protease
Cc1nn(C)c(Oc2cccc(C(F)(F)F)c2)c1C=O,-1,0.6,1.1,8,-0.1,-4,-7,-16,4,1.3
Oc1ccc(C[C@H]2CNCCN2CCc2cccc3ccccc23)cc1,·,-0.8,0.9,·,0.2,-8,7,3,-8,-1.0
O=CN1CCCN(Cc2nc(Cc3ccccc3F)no2)CC1,4,-0.3,0.4,8,-0.4,-1,-5,11,6,0.0
CN1C(=O)c2ccc(C(=O)Nc3ccc(Br)cn3)cc2C1=O,-3,i,-1.0,21,-1.8,-3,-3,-5,9,-1.3
COc1ccc(C(=O)Cc2cc(OC)c(OC)cc2C(=O)c2ccccc2F)cc1OC,1,-0.4,0.1,18,-0.3,-2,-12,7,8,0.8
CS(=O)(=O)c1ccccc1-c1nnc(NC(=O)COc2ccc(Cl)cc2)o1,·,-0.7,-3.8,·,-0.2,·,11,-24,2,·
COCCN(CC1CCCN(C2Cc3ccccc3C2)C1)C(=O)c1ccc(C(C)=O)cc1 (configuration not stated),1,i,1.4,-20,-0.7,1,4,9,13,-0.2
CCCCC(=O)N(C)c1c(C)nc2ccc(C(=O)N3CCN(C(C)=O)CC3)cn12,·,-0.6,2.7,·,·,-2,-5,·,6,-0.5
COc1cccc(CN2CCN(c3ncccn3)CC2)c1,-1,-0.2,·,15,-1.6,-2,21,0,9,-0.5
O=C1CSC(c2cn(-c3ccccc3)nc2-c2cc3ccccc3oc2=O)N1Cc1cccnc1 (configuration not stated),1,i,1.4,39,-0.2,-3,-8,1,26,0.1

# Brought forward from above: two compounds, then new ones.
smiles,SARS 3CLpro inh,Vc quorum ag,TcdB GH inh,VHR inh abs,PfHsp40 rescue,Anthrax LF prot,CCHFV vOTU inh,PriA SSB inh,Y pestis TopoI,BoNT A protease
COc1cccc(CN2CCN(c3ncccn3)CC2)c1,-1,-0.2,·,15,-1.6,-2,21,0,9,-0.5
O=C1CSC(c2cn(-c3ccccc3)nc2-c2cc3ccccc3oc2=O)N1Cc1cccnc1 (configuration not stated),1,i,1.4,39,-0.2,-3,-8,1,26,0.1
COc1ccccc1-c1coc2c(CN3CCCCC3C)c(O)ccc2c1=O (configuration not stated),-3,i,0.5,26,0.4,-2,-155,-8,6,0.6
Cc1ccc(N2C(=O)CSC2c2c(F)cccc2Cl)cc1 (configuration not stated),4,i,·,-2,0.7,-11,-1,-15,16,?
COc1ccc(NC(=O)c2cc3ccccc3cc2OC)cc1OC,-1,i,2.0,-11,6.9,4,-2,-3,33,-2.5
CCCNC(=O)c1ccc(C2SCC(=O)N2Cc2ccccc2)cc1 (configuration not stated),0,3.0,1.0,4,0.2,1,-11,14,-1,-0.4
CCCC(=O)Nc1ccc(Cl)c(NC(=O)c2ccco2)c1,-4,6.7,·,-9,0.4,-2,15,-5,-1,0.0
NC1=NN(c2c(Cl)cc(Cl)cc2Cl)C(=O)C1,·,-1.1,-1.1,·,-1.1,-1,0,3,5,0.0
O=C(NNS(=O)(=O)c1ccc(CCCl)cc1)C(O)(c1ccccc1)c1ccccc1,6,-1.4,·,-5,20,-1,12,-2,6,-0.6
Cc1cc(NC(=O)CCN2C(=O)C3C4CCC(C4)C3C2=O)cc(C)c1Br (configuration not stated),2,5.3,·,-24,0.3,1,1,-10,26,1.0
COc1ccccc1OCc1ccc(C(=O)N(C)c2ccccc2)o1,3,i,1.3,17,-1.1,-3,-9,-15,11,0.2

# These rows are one share of the data; rates above refer to the full screens.
